BAP1 inh – blocks human BAP1 ubiquitin-AMC hydrolysis | AID 436 | Q92560 | hit rate 0.48% among 72,000 | activity remaining (% of control), % at 20 µM | recombinant BAP1, Ub-AMC hydrolysis fluorescence kinetic; hits give low values;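 active = activity remaining at or below 50% of control, provided the compound also passes the data quality filters; inactive = the rest, including low values that fail the filters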;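 note: 100% = DMSO wells rate and 0% = substrate alone blank rate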
HePTP inh – human HePTP phosphatase inhibition | P35236 | recombinant HePTP phosphatase activity, OD absorbance | inhibition, % at 20 µM | hit rate 0.64% among 110,000 | AID 521; in the data active = inhibition above about 50%;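 note: plate controls were vehicle for no effect and reference inhibitor for full effect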
Target sequence (P35236 whole entry, looked up): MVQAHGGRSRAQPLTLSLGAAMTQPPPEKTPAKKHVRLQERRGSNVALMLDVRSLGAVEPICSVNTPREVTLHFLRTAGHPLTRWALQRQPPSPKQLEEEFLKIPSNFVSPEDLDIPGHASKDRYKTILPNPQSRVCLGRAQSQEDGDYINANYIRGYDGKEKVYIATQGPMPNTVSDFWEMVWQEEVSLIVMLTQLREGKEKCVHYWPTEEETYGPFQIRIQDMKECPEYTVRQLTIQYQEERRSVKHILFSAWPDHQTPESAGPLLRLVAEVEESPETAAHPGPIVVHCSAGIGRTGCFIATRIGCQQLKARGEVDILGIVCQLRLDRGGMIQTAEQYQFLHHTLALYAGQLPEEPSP
Active calls of the source: *; / = no result given; & = joins results of further samples.

item	BAP1 inh	HePTP inh	mol
1	/	7	COc1ccc(S(=O)(=O)N/N=C/c2ccc[nH]2)cc1
2	93	-8	Cc1ccccc1CS(=O)(=O)Cc1ccc(C(=O)NCCCN2CCOCC2)o1
3	/	3	COc1cccc(NC(=O)C2C(C(=O)O)C3C=CC2C32CC2)c1 (centres undefined)
4	/	2	COc1ccccc1CNC(=O)c1c(Cl)cccc1Cl
5	76	3	CC(=O)/C(C#N)=C1\NC(=O)C(Cc2ccccc2)S1 (centres undefined)
6	54	/	CCOC(=O)C1=C(C)N(c2ccc(OC)cc2)C(C)=C(C(=O)OCC)C1c1cccc([N+](=O)[O-])c1
7	/	2	COc1ccc(S(=O)(=O)NCCC(C)C)cc1
8	93	3	O=C(CCn1nnc2ccccc2c1=O)NCC1CCC(C(=O)O)CC1 (centres undefined)
9	43*	3	COc1cc(OC)nc(NC(=O)CSc2nc3ccccc3o2)n1
10	/	-4	Cc1ccc(-c2cc(C(=O)N/N=C/c3ccc(Cl)cc3)[nH]n2)cc1
11	/	-10	CSc1nc(NCc2ccco2)c2c3c(sc2n1)CN(C)CC3
12	69	8	COC(=O)c1n[nH]c2ccccc12
13	117	2	COc1ccc(/C(O)=C2/C(=O)C(=O)N(c3ncccn3)C2c2ccc(OC)c(OC)c2)cc1 (centres undefined)
14	91	10	O=C(CSc1nnc2n(C3CCCC3)c(=O)c3ccccc3n12)N1CCCCCC1
15	100	7	COc1cccc(OC)c1OCCCN1CCOCC1
16	/	7	COc1ccccc1NC(=O)c1cc(=O)[nH]c2ccccc12
17	/	4	CCOC(=O)C1=C(C)NC2=C(C(=O)CCC2)C1c1cccc(Cl)c1 (centres undefined)
18	/	-23	Nc1ccc(Cl)c(-c2nc3cc(Cl)ccc3o2)c1
19	94	9	O=S(=O)(c1ccc2ccccc2c1)n1cnc2ccccc21
20	/	3	CC/C(C)=C1\SC(N2CCN(C(C)=O)CC2)=NC1=O
21	71	/	Cc1c(NC(=O)COc2ccc(Oc3ccccc3)cc2)c(=O)n(-c2ccccc2)n1C
22	105	3	COCCCn1c(SCC(=O)Nc2nnc(C)s2)nnc1-c1ccoc1C
23	90	-1&7	CN1CCN(C(=O)c2cc3nc(-c4ccc(F)cc4)cc(C(F)(F)F)n3n2)CC1
24	/	-5	COc1ccc(-c2c3c(nc4sc(C(=O)Nc5cc(C)on5)c(N)c24)CCC3)cc1
25	52	-4	COc1ccccc1CNC(=O)C(C)NS(=O)(=O)c1ccc(C)cc1 (centres undefined)
26	/	7	CCOc1ccc(N(CC(=O)NCCSc2ccc(Cl)cc2)S(C)(=O)=O)cc1
27	/	7	Cc1ccc(OCC(=O)NCc2ccncc2)cc1
28	89	-9	CCCC(=O)Nc1nnc(-c2ccc(Cl)s2)o1
29	/	-13	COc1ccc(CC(=O)O/N=C(\N)c2ccccn2)cc1OC
30	89	-1	COc1ccccc1Cn1nnc2c(=O)[nH]c(C3CCN(C(=O)c4ccccc4Cl)CC3)nc21
31	/	4	CC1CCN(CCOCCOc2cccc3ccccc23)CC1
32	/	5	COc1cccc(C2=Nn3c(nnc3-c3ccccc3O)SC2)c1
33	97	6	Cc1nc(SCC(=O)N2CCOCC2)c2ccsc2n1
34	/	5	CCc1ccccc1NC(=O)COc1cccc(C)c1
35	/	2	COC(=O)c1ccc2c(c1[N+](=O)[O-])C(=O)c1ccccc1C2=O
36	96	/	CCCCOC(=O)C1=C(C)NC2=C(C(=O)CCC2)C1c1ccc(OC)c(OC)c1OC (centres undefined)
37	/	-19	O=C(NNc1ccccc1)c1ccccc1
38	94	3	Cc1cc(C)n2c(SCC(=O)Nc3ncc(C(F)(F)F)cc3Cl)nnc2n1
39	/	8	O=C(c1ccccc1SCc1ccccc1)N1CCOCC1
40	/	-11	NC1=C(Nc2cccc3ccccc23)C(=O)c2ccccc2C1=O
41	98	3	CC(C)C(OC(=O)c1ccco1)C(=O)NCc1ccccc1 (centres undefined)
42	/	2	CCCCOC(=O)c1ccc(NS(=O)(=O)c2ccc3ccccc3c2)cc1
43	/	6	O=C1S/C(=C/C=C/c2ccccc2)C(=O)N1CNc1ccc(F)cc1
44	/	-7	Clc1cccc(/C=N/Nc2cc(N3CCOCC3)ncn2)c1
45	89	-10	CC(C)N(C(=O)CSc1nnnn1C1CCCC1)C(C)C
46	76	3	C=C(C)Cn1c(CNC(C)=O)nc2ccccc21
47	/	-1	c1ccc2c(c1)c1ccccc1n2CCCN1CCCCC1
48	104	-10	CC1(CCC#N)N=C(SCCC#N)N(c2ccccc2)C1=O (centres undefined)
49	/	-11	CCOC(=O)c1ccccc1NS(=O)(=O)c1ccc(Cl)cc1
50	114	5	CC1(C)CC(=O)c2cc(OCC(=O)N3CCN(c4ccccc4F)CC3)ccc2O1
51	146	5	CC1CCN(c2ncnc3c2cnn3Cc2ccc(Cl)cc2)CC1
52	112	7	CCCNC(=O)Cn1cnc2sc(C(=O)N3CCN(CCC)CC3)c(C)c2c1=O
53	97	8	Cc1ccc(N2CC(C(=O)NCC3CCCO3)CC2=O)cc1Cl (centres undefined)
54	/	8	CCc1ccc(C(=O)CC2(O)C(=O)Nc3ccc(Br)cc32)cc1 (centres undefined)
55	102	1	COc1cc(NC(=O)C2CCCCC2)c(OC)cc1NC(=O)CCC(=O)NCc1ccco1
56	120	/	CC(=O)OCCN1C(=O)c2ccc([N+](=O)[O-])cc2C1=O
57	86	8	Cc1ccc(NC(=O)CCSc2nnnn2-c2ccc3c(c2)OCO3)cc1C
58	/	24	CCOc1ccc(Cc2c(O)nc(N)[nH]c2=O)cc1
59	/	6	COc1ccc(-n2c(=O)c3c4c(sc3n3c(SC)nnc23)COC(C)(C)C4)cc1
60	/	-18	Cc1nn(C(=O)C2CC2)c(C)c1Sc1ccccc1

(more compounds)
item	BAP1 inh	HePTP inh	mol
61	/	8	O=C(C1c2ccccc2Oc2ccccc21)N1CCN(c2cccc(Cl)c2)CC1
62	/	8	O=C(c1ccc(S(=O)(=O)N2CCCCC2)cc1)c1nnc(-c2ccc(Cl)cc2)o1
63	/	-1	Cc1onc(-c2ccccc2Cl)c1C(=O)Nc1ccccc1C(=O)O
64	/	-4	COc1ccc(N2C(=O)NC(=O)/C(=C\c3ccc(OCC(=O)O)c(Br)c3)C2=O)cc1
65	102	9	COC(=O)C1OC2(OC1C(=O)OC)c1ccccc1-c1ccccc12 (centres undefined)
66	97	9	Cc1cc(=O)n(CCO)c(O)c1C#N
67	99	-3	CCOc1ccccc1N1C(=O)c2cccnc2C1=O
68	77	5	Cc1c(C(=O)N2CCN(c3ccccc3F)CC2)sc2nc(-c3ccccc3)cn12
69	/	0	O=C1C2C(c3ccccc3)C=CC(c3ccccc3)C2C(=O)N1c1ccc2c(c1)oc1ccccc12 (centres undefined)
70	109	4	Cc1cnc(C(=O)OCC(=O)N2c3ccccc3NC(=O)C2(C)C)cn1
71	106	0&-11	CC(=NCCc1ccccc1)C1=C(O)CSC1=O
72	107	5	COc1cccc(OC)c1C(=O)N1CCN(c2c(Cc3ccccc3)c(C)nc3ncnn23)CC1
73	/	7	O=C1c2ccc(Oc3ccc4c(c3)C(=O)N(Cc3cccnc3)C4=O)cc2C(=O)N1Cc1cccnc1
74	99	8&-1	Nc1nnc(CCc2ccccc2)s1
75	/	10	CC(=O)NCCOc1ccccc1Oc1ccccc1
76	/	-1	CCOc1ccc(/C=C2\C(=O)C(C(=O)OC)=C(C)N2c2ccc(F)cc2)cc1
77	53	4	O=C(c1cc2cc(Br)ccc2oc1=O)N1CCN(c2ccccn2)CC1
78	98	/	CCCCCC1CCC(c2ccc(C#N)c(Cl)n2)CC1 (centres undefined)
79	88	8	Cc1cc(C)c2c(CN3CCN(Cc4ccc5c(c4)OCO5)CC3)cc(=O)oc2c1C
80	73	-4	CSc1nc(C)cc(OCNC(=O)c2cccs2)n1
81	/	9	CCCNC1=C(Cl)C(=O)c2ccccc2C1=O
82	/	-6	Cc1ccc(-c2ccccc2N)o1
83	105	-10	OC1(c2ccccc2F)CCN(Cc2nnnn2CCc2ccccc2)CC1
84	105	5	O=C(O)c1ccc(CN2CCCCC2)o1
85	/	1	COc1ccc(OC)c(NC(=O)CN(c2cc(Cl)cc(Cl)c2)S(C)(=O)=O)c1
86	124	5	O=C1CC(N(Cc2ccc3c(c2)OCO3)C(=O)Nc2ccc(F)cc2)C(=O)N1c1ccccc1 (centres undefined)
87	/	-16&-8	Cc1cc(C)nc(SCC(=O)Oc2ccc3oc(=O)cc(C)c3c2)n1
88	/	24	COc1ccc2c(Cl)c(C(=O)N/N=C/c3ccccn3)sc2c1
89	/	7	CC(/C=N/N1CCN(Cc2ccc(C)cc2)CC1)=C\c1ccco1
90	/	-4	Cc1ccc(Cc2cnc(NC(=O)c3ccccc3[N+](=O)[O-])s2)cc1
91	97	-4	CCOC(=O)c1oc2ccc(Br)cc2c1CSc1nnc(C)s1
92	107	9	CC1CCCCC1NC(=O)CSc1nncs1 (centres undefined)
93	106	2	Cn1c(SCC(=O)Nc2ccc3c(c2)OCCO3)nnc1-c1ccco1
94	74	/	N#Cc1cc(N2CCOCC2)cc2ccccc12
95	68	/	CCOc1ccc2cc(C(N)=O)c(=Nc3cccc(C)c3)oc2c1
96	98	10	CCCC(=O)N1CCN(S(=O)(=O)c2cc(Cl)ccc2OC)CC1
97	/	1	COc1ccccc1C1C(C(C)=O)=C(O)C(=O)N1CCN1CCNCC1 (centres undefined)
98	/	3	CC(=O)NC1=C(N(C)C)C(=O)c2ccccc2C1=O
99	/	-11	O=c1c2ccc(Br)c3cccc(c32)c2nc3cccc4cccc(c43)n12
100	126	6	Cc1ccc(OCC(=O)N2CCN(C(=O)c3cccs3)CC2)cc1
101	255	/	CC(=O)c1cccc(NC(=O)c2cc3nc4c(c(C(F)(F)F)n3n2)CCc2ccccc2-4)c1
102	175	/	Cc1cccc(C(=O)Nc2ccc(-c3nc4cc(C(C)(C)C)ccc4o3)cc2)c1
103	93	2	COc1cc(Cl)c(S(=O)(=O)n2cnc(C)c2)cc1Cl
104	/	5	O=C(Nc1ccccc1)C12CC3CC(CC(C3)C1)C2
105	79	5	COCc1[nH]nc2c1C(C1C=CCCC1)C(C#N)=C(N)O2 (centres undefined)
106	98	15	CCOC(=O)N1CCC(NC(=O)c2ccc3nc(N4CCOCC4)sc3c2)CC1
107	105	8	CCN(CC)c1nc(-c2cccc(OC)c2O)nc2ccccc12

Filtered by structure: the compounds so far with four or more nitrogen atoms (27)
item	BAP1 inh	HePTP inh	mol
8	93	3	O=C(CCn1nnc2ccccc2c1=O)NCC1CCC(C(=O)O)CC1 (centres undefined)
9	43*	3	COc1cc(OC)nc(NC(=O)CSc2nc3ccccc3o2)n1
10	/	-4	Cc1ccc(-c2cc(C(=O)N/N=C/c3ccc(Cl)cc3)[nH]n2)cc1
11	/	-10	CSc1nc(NCc2ccco2)c2c3c(sc2n1)CN(C)CC3
14	91	10	O=C(CSc1nnc2n(C3CCCC3)c(=O)c3ccccc3n12)N1CCCCCC1
22	105	3	COCCCn1c(SCC(=O)Nc2nnc(C)s2)nnc1-c1ccoc1C
23	90	-1&7	CN1CCN(C(=O)c2cc3nc(-c4ccc(F)cc4)cc(C(F)(F)F)n3n2)CC1
24	/	-5	COc1ccc(-c2c3c(nc4sc(C(=O)Nc5cc(C)on5)c(N)c24)CCC3)cc1
30	89	-1	COc1ccccc1Cn1nnc2c(=O)[nH]c(C3CCN(C(=O)c4ccccc4Cl)CC3)nc21
32	/	5	COc1cccc(C2=Nn3c(nnc3-c3ccccc3O)SC2)c1
38	94	3	Cc1cc(C)n2c(SCC(=O)Nc3ncc(C(F)(F)F)cc3Cl)nnc2n1
44	/	-7	Clc1cccc(/C=N/Nc2cc(N3CCOCC3)ncn2)c1
45	89	-10	CC(C)N(C(=O)CSc1nnnn1C1CCCC1)C(C)C
48	104	-10	CC1(CCC#N)N=C(SCCC#N)N(c2ccccc2)C1=O (centres undefined)
51	146	5	CC1CCN(c2ncnc3c2cnn3Cc2ccc(Cl)cc2)CC1
52	112	7	CCCNC(=O)Cn1cnc2sc(C(=O)N3CCN(CCC)CC3)c(C)c2c1=O
57	86	8	Cc1ccc(NC(=O)CCSc2nnnn2-c2ccc3c(c2)OCO3)cc1C
59	/	6	COc1ccc(-n2c(=O)c3c4c(sc3n3c(SC)nnc23)COC(C)(C)C4)cc1
68	77	5	Cc1c(C(=O)N2CCN(c3ccccc3F)CC2)sc2nc(-c3ccccc3)cn12
70	109	4	Cc1cnc(C(=O)OCC(=O)N2c3ccccc3NC(=O)C2(C)C)cn1
72	107	5	COc1cccc(OC)c1C(=O)N1CCN(c2c(Cc3ccccc3)c(C)nc3ncnn23)CC1
73	/	7	O=C1c2ccc(Oc3ccc4c(c3)C(=O)N(Cc3cccnc3)C4=O)cc2C(=O)N1Cc1cccnc1
83	105	-10	OC1(c2ccccc2F)CCN(Cc2nnnn2CCc2ccccc2)CC1
93	106	2	Cn1c(SCC(=O)Nc2ccc3c(c2)OCCO3)nnc1-c1ccco1
101	255	/	CC(=O)c1cccc(NC(=O)c2cc3nc4c(c(C(F)(F)F)n3n2)CCc2ccccc2-4)c1
105	79	5	COCc1[nH]nc2c1C(C1C=CCCC1)C(C#N)=C(N)O2 (centres undefined)
106	98	15	CCOC(=O)N1CCC(NC(=O)c2ccc3nc(N4CCOCC4)sc3c2)CC1
